E-selectin induc – E-selectin induction on HUVECs. P16581. HUVEC E-selectin immunofluorescence imaging; normalized: neutral wells 0, TNF-alpha wells 100. activation, % at 7.58 µM. 260,000 tested, 0.37% active;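 active = mean E-selectin-positive cell signal at least 10% of the positive control, reached in at least 60% of replicates, without over 20% cell loss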;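 note: in these data hits start at about 27%; measured in HUVEC primary endothelial cells; signal is the percent of cells scored E-selectin positive by PE staining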
Target sequence (P16581 whole entry, looked up): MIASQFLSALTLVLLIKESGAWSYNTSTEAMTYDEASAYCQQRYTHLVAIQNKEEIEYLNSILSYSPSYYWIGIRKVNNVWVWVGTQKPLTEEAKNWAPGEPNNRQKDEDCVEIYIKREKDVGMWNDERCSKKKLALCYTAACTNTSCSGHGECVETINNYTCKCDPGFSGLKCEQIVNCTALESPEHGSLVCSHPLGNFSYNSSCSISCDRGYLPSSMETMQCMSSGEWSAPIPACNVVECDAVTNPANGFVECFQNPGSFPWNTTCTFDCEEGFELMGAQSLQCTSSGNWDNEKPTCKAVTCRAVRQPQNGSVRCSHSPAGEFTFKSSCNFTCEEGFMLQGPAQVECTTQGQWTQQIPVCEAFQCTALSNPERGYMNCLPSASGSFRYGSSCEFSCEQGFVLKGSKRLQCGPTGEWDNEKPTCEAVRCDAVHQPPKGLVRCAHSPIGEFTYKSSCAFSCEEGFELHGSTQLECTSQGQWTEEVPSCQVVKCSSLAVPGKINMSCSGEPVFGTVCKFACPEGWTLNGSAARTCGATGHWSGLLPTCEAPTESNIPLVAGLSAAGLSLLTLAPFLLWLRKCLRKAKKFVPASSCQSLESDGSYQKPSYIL
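System: HUVEC, human umbilical vein endothelial cells; quantity: 3,000 cells/well; buffer or medium: EGM-2 medium, gelatin-coated wells; dosing: single-point compound dose; detection: immunofluorescence imaging; evaluation: % PE-positive cells; benchmarks: TNF-alpha, DMSO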
ARNT TACC3 PPI – ARNT/TACC3 interaction disruption; Q9Y6A5; AlphaScreen His-ARNT PAS-B/GST-TACC3 binding, luminescence; TACC3 fragment carries E629A point mutation; inhibition, % at 9.99 µM; 390,000 tested, 0.66% active;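 active = mean inhibition of replicates at least 50% and at least half of replicates each reaching 50%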;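 note: 0% = complete ARNT plus TACC3 wells and 100% = ARNT alone without TACC3; many hits fall short of the cut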
RAD52 anneal inh – RAD52 (human) annealing inhibition; inhibition, % at 18.7 µM; P43351; 360,000 tested, 0.46% active; recombinant RAD52 DNA annealing, FRET fluorescence; AID 651710;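 active = every replicate showing at least 50% inhibition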
Target sequence (P43351 whole entry, looked up): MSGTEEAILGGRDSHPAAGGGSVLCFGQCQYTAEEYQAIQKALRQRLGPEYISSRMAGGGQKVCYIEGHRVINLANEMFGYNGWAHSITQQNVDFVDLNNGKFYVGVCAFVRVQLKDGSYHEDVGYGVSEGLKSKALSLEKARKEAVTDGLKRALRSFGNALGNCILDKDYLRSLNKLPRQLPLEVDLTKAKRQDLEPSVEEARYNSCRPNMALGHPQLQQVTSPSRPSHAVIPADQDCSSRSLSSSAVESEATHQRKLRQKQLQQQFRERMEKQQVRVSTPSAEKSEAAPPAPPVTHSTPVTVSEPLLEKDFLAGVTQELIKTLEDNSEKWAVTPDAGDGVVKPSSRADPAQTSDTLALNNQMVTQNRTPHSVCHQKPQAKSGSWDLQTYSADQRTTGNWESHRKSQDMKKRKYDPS
RAD54 branch – RAD54 (human) branch migration inhibition; RAD54 Holliday junction branch migration, FAM/BHQ fluorescence; 360,000 tested, 0.14% active; Q92698; inhibition, % at 10.4 µM; AID 602329;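 active = mean normalized replicate activity at least 40 and at least half of replicates scoring 40 or more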;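 note: 0% = median of neutral control wells and 100% = median of positive control wells; inhibitors cause a drop in the FAM fluorescence signal; in these data hits start at about 50%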
PglD inh – inhibitors of Campylobacter jejuni PglD acetyltransferase | purified PglD enzyme, DTNB colorimetric CoA detection | inhibition, % at 12.5 µM | 360,000 tested, 0.098% active | AID 602405; in the data active = inhibition above about 16%, passing the limit was not always enough; note: strong numbers were not always called active
esBAF inh – blocks esBAF chromatin remodeling in mouse ES cells; AID 602393; Bmi1-luciferase knock-in reporter, 24 h; 100% = twice the neutral-well signal; reporter increase, % at 12.5 µM; 350,000 tested, 2% active; in the data active = activation above about 40%;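 note: 0% = median of the plate's neutral control wells and 100% = double that signal; a rise in the Bmi1 reporter signal indicates esBAF inhibition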
ERp5 inh – ERp5 (human) disulfide isomerase inhibition | AID 651711 | 350,000 tested, 0.05% active | Q15084 | inhibition, % at 9.99 µM | ERp5 insulin aggregation, absorbance 650 nm, 90 min;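 active = mean replicate inhibition above about 25%, with every replicate also reaching it, limit read from the data, passing the limit was not always enough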
CASP6 VEID inh – inhibitors of human caspase-6; P55212; purified caspase-6, Z-VEID-R110 cleavage fluorescence; inhibition, % at 12.5 µM; 350,000 tested, 0.53% active; AID 686996;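 active = mean inhibition across replicates at least about 35%, with every replicate also reaching that limit, limit read from the data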;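 note: 0% = median of neutral control wells and 100% = no fluorescence left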
The depositor's hits bear a star; / = no result given.

molecule	E-selectin induc	ARNT TACC3 PPI	RAD52 anneal inh	RAD54 branch	PglD inh	esBAF inh	ERp5 inh	CASP6 VEID inh
C/C(=N\NC(=O)Cn1nc(C)cc1C)c1ccc([N+](=O)[O-])cc1	6.3	0	-8	/	/	/	-3	0
Cc1cnc(CN2CCc3c([nH]c4ccccc34)C2CC(C)C)[nH]1 (centres undefined)	1.8	11	-20	/	/	-2	-2	-3
COc1ccccc1CNC(=O)C(C)c1ccc([N+](=O)[O-])cc1 (centres undefined)	-9.0	/	-9	/	/	/	-2	0
CC=Cc1ccc2n(c1=O)C[C@@H]1[C@@H](CO)[C@H](C(=O)Nc3ccccc3)N(CC3CCCC3)[C@H]21 (mixture of isomers)	-1.7	8	-51	-7	1	5	5	0
CC(NC(=O)Cc1ccsc1)c1ccc(F)cc1 (centres undefined)	/	/	-16	-1	5	-6	-5	2
CCc1ccc(Nc2cc(C)nc3ncnn23)cc1	/	-10	-3	-2	-5	-6	3	0
CC1CNC(=S)N(c2ccccc2)C1=O (centres undefined)	0.2	-5	-8	/	/	/	-2	-1
COc1ccc(C2C3C(=O)N(Cc4ccccc4)C(=O)C3ON2c2ccccc2)c(OC)c1OC (centres undefined)	/	1	/	4	-4	5	/	/
Cc1ccc2oc(C(=O)N3CCN(CCO)CC3)c(C)c2c1	-0.2	-10	-13	10	-12	-1	0	-2
CCOC(=O)c1cc2c(c(-c3cccc(-c4cccc(F)c4)c3)n1)[C@H](CCO)N(S(=O)C(C)(C)C)C2 (some centres undefined)	-0.1	23	-47	-6	-2	-9	-1	1
O=S1(=O)[C@H]2C[C@@H]3C=C[C@@]2(CN1Cc1ccc(F)cc1)O3	0.5	5	-4	4	-3	-3	-1	1
Cc1ccc(/C(N)=N/OC(=O)COc2ccc(Cl)c(C)c2)cc1	0.0	5	-3	7	-5	-6	6	-4
CC(C)NC(=O)N(C)C[C@H]1OCCCC[C@H](C)Oc2ccc(NS(=O)(=O)c3cn(C)cn3)cc2C(=O)N([C@@H](C)CO)C[C@@H]1C	/	9	8	2	-1	2	-7	3
C[C@@H]1CN([C@H](C)CO)C(=O)c2cccc(NC(=O)Nc3ccc(F)cc3)c2O[C@@H]1CN(C)Cc1ccc(Oc2ccccc2)cc1	2.1	-14	15	-3	13	12	0	2
COc1ccc(S(=O)(=O)Nc2ccc3c(c2)C(=O)N([C@@H](C)CO)C[C@@H](C)[C@@H](CN(C)C(=O)Nc2ccc(F)cc2)O3)cc1	0.1	10	-28	0	0	1	0	-4
O=C(O)COc1ccccc1/C=N/NC(=O)C(O)c1ccccc1 (centres undefined)	0.4	-11	-9	6	-6	-8	1	8
Cc1ccc2[nH]cc(S(=O)(=O)c3ccc(C)c(C)c3)c(=O)c2c1	0.1	6	-6	/	/	/	1	0
CC(=O)N(C)C[C@H]1Oc2cc(C#Cc3ccccc3)ccc2S(=O)(=O)N([C@H](C)CO)C[C@@H]1C	-0.1	13	-15	0	-1	1	6	-1
C=CCc1cccc2cc(C(=O)NCCOC)c(=O)oc12	-0.1	-1	-8	2	1	-2	-2	-12
Cn1c(=O)c2cc(S(=O)(=O)NCCC(=O)NCC3CCCO3)ccc2n(C)c1=O (centres undefined)	/	16	/	1	-8	3	/	/
CC(C)CN1CCN(Cc2cc(F)ccc2-n2cccn2)CC1CCO (centres undefined)	0.0	6	6	/	/	/	2	2
O=C(C[C@@H]1CC[C@H](NC(=O)c2cnccn2)[C@@H](CO)O1)NCc1ccccc1F	0.6	-8	-9	-3	1	-3	1	0
CN(C)C(=S)Nc1ccc(Cc2ccncc2)cc1	/	4	-3	0	1	-6	0	-6
Cc1cnc(CN(C)C(=O)CC2C(=O)NCCN2Cc2cccc(F)c2F)[nH]1 (centres undefined)	-0.5	3	-18	1	-5	-5	-10	0
COc1cccc(CNC(=O)COC(=O)CCCNC(=O)c2ccc(Cl)cc2)c1	0.1	1	-9	-19	4	0	-2	1

An excerpt from above, limited to ERp5 inh and RAD54 branch:
SMILES	ERp5 inh	RAD54 branch
C=CCc1cccc2cc(C(=O)NCCOC)c(=O)oc12	-2	2
CN(C)C(=S)Nc1ccc(Cc2ccncc2)cc1	0	0

(more compounds)
molecule	E-selectin induc	ARNT TACC3 PPI	RAD52 anneal inh	RAD54 branch	PglD inh	esBAF inh	ERp5 inh	CASP6 VEID inh
CC(C)C#Cc1ccc2c(c1)O[C@H](CN(C)C(=O)Cc1ccccn1)[C@H](C)CN([C@@H](C)CO)S2(=O)=O	-0.2	0	-29	-4	0	4	-1	0
Cc1ccc(-c2noc(CCC(=O)NCCN3CCc4ccccc4C3)n2)cc1	/	0	/	-5	-8	-5	/	/
CC1(c2nnc(Cc3ccccc3)o2)CC(c2ccccc2[N+](=O)[O-])=NO1 (centres undefined)	/	15	/	-4	2	-5	/	/
CCN1C(=O)C(CC(=O)Nc2ccc(F)cc2)N(Cc2cccs2)C1=S (centres undefined)	/	-3	-3	-5	-7	4	1	1
Cc1cccc(NC(=O)c2cc(S(=O)(=O)N(C)c3ccc(F)cc3)ccc2Cl)n1	/	8	-5	6	5	-3	-1	-1
COc1ccc2c3c([nH]c2c1)[C@@H](CO)N(Cc1cc(F)ccc1F)CC31CN(C(C)=O)C1	0.0	/	-32	/	/	/	-2	5
CCn1cc(C(=O)NCC(OC)OC)c(=O)c2cc(S(=O)(=O)N3CCC(C)CC3)ccc21	/	-13	-7	-6	-6	-10	2	2
COCC(=O)Nc1ccc2c(c1)OC[C@H](C)N(CCC(F)(F)F)C[C@@H](C)[C@H](OC)CN(C)C2=O	0.1	-5	25	-7	-1	3	3	-1
Cc1ccc(NCc2nnc(SCC(=O)N3CCCc4ccccc43)o2)c(C)c1	/	-4	/	-9	0	-3	/	/
COc1ccc(NC(=O)N[C@H]2CC[C@@H](CC(=O)NC3CCCCC3)O[C@H]2CO)cc1	0.1	-16	-5	-1	2	1	4	-1
Cc1c(NC(=O)CN2C(=O)C(=O)c3ccccc32)c(=O)n(-c2ccccc2)n1C	4.5	-1	-24	/	/	/	1	0
C=CCn1c(SCC(=O)Nc2ccc(N3CCOCC3)cc2)nnc1-c1ccncc1	-0.3	10	-18	-8	1	-4	1	-1
CCOC(=O)C1C(=O)NC(N2CCCCC2)=NC1c1ccccc1 (centres undefined)	/	-1	/	-3	2	-9	/	/
O=C(NCC(=O)N1CCCC1)c1ccc(Cl)cc1	/	-6	-1	3	6	17	-3	0
Cc1ccc(S(=O)(=O)NNC(=O)c2cccnc2)cc1	/	/	-14	-3	-2	-5	-2	9
O=C(CSc1ccc(-c2ccccn2)nn1)N1CCCc2ccccc21	8.0	59*	-31	-3	-4	4	1	-8
Cc1ccsc1C1Nc2ccc3ncccc3c2C2=C1C(=O)CCC2 (centres undefined)	/	7	-7	1	-1	-7	-18	4
O=C(COC(=O)CSc1ccc(F)cc1)NCCCc1ccccc1	-1.2	-4	-15	/	/	/	-3	1
CC(C)(C)OC(=O)N1CCC[C@H]1C(=O)OCC(=O)Nc1cc(S(C)(=O)=O)ccc1Cl	/	/	-5	2	0	8	12	-1
Cc1ccc(S(=O)(=O)Nc2ccc3c(c2)C(=O)N([C@@H](C)CO)C[C@@H](C)[C@H](CN(C)CC2CCCCC2)OCCCC[C@H](C)O3)cc1	0.0	1	31	8	-4	-2	-6	2
Cc1ccc(S(=O)(=O)Nc2cccc3c2O[C@H](CN(C)S(=O)(=O)c2ccc(C)cc2)[C@@H](C)CN([C@H](C)CO)C3=O)cc1	-0.2	3	-5	-4	1	-1	-13	-1
COc1ccc(Cl)cc1NC(=O)c1noc(C)c1[N+](=O)[O-]	/	-2	-8	1	-3	-11	-4	-1
CC1CC(C(F)(F)F)n2ncnc2N1 (centres undefined)	/	-7	/	-3	-2	-9	/	/
O=C1NC(=O)N(Cc2ccccc2F)C1=O	/	15	-3	-7	3	0	0	-1
COc1ccccc1Oc1ccc(-c2cnc3ccccc3n2)cc1[N+](=O)[O-]	/	/	-4	0	-1	/	5	1

Part of the list above, with two lines to a compound:
Values run as follows: E-selectin induc	ARNT TACC3 PPI	RAD52 anneal inh	RAD54 branch	PglD inh	esBAF inh	ERp5 inh	CASP6 VEID inh
> CC(C)CN1CCN(Cc2cc(F)ccc2-n2cccn2)CC1CCO (centres undefined)
    0.0	6	6	/	/	/	2	2
> O=C(C[C@@H]1CC[C@H](NC(=O)c2cnccn2)[C@@H](CO)O1)NCc1ccccc1F
    0.6	-8	-9	-3	1	-3	1	0

The list continues.
molecule	E-selectin induc	ARNT TACC3 PPI	RAD52 anneal inh	RAD54 branch	PglD inh	esBAF inh	ERp5 inh	CASP6 VEID inh
Cc1cc(N2CCOCC2)n2nc(C)c(-c3ccccc3)c2n1	/	5	/	-12	1	8	/	/
O=C(OCc1nc2ccccc2[n+]([O-])c1C(=O)c1ccccc1)c1ccco1	7.3	-4	-15	/	/	/	7	1
CN(C)C(=O)CCc1ccc2c3c([nH]c2c1)[C@]1(CCc2ccccc2)[C@@H](C(=O)N2CCCCC2)C[C@H](CC(=O)NC(C)(C)C)C(=O)N1CC3	/	1	-1	4	0	7	-1	-1
C(=N\Nc1nc(-c2ccccc2)cs1)/c1cccnc1	/	-2	/	6	-2	63*	/	/
CN(Cc1ccc(F)cc1)C(=O)c1ccc2c(c1)NC(=O)CS2	-0.1	2	-15	6	3	-9	-3	1
CC(C)[C@H](NS(=O)(=O)c1ccccc1)C(=O)OCC(=O)NC(=O)NC1CCCCC1	-0.2	-6	-5	-10	-3	/	4	1
O=C(CSc1ccccn1)N1CCOCC1	/	5	/	-9	-8	-15	/	/
CCOc1ccc(NC(=O)c2ccccc2OC)cc1	/	-2	/	0	-6	22	/	/
Cc1ccc(NC(=O)C2CCN(S(=O)(=O)c3c(C)n[nH]c3C)CC2)nc1	/	2	/	2	-6	5	/	/
CCCOC(=O)Nc1cc(OC)ccc1[N+](=O)[O-]	-2.4	-2	-18	/	/	/	0	/
C[C@@H]1CN([C@@H](C)CO)C(=O)c2cc(C#CCN(C)C)cnc2O[C@@H]1CN(C)Cc1ccc(F)cc1	-0.3	4	3	13	-1	-3	2	0
COC(=O)CCCC1=CC2=CC(=O)C(C)(OC(=O)c3cccs3)C(=O)C2=CN1C1CCCCC1 (centres undefined)	0.1	6	-18	-14	-1	-2	2	10
CCCn1c(Nc2nc3ccccc3n2C)nc2ccccc21	/	6	/	4	2	-6	/	/
CCN(CC(=O)N1CCCC1)S(=O)(=O)c1cc(C)ccc1OC	-0.1	-2	-4	-8	-12	-6	1	-5
Cc1cc(O)ccc1N1C(=O)c2cccc3cc([N+](=O)[O-])cc(c23)C1=O	/	-8	-49	9	-5	1	-3	3
COc1ccc(CCn2c(C3CCCCC3)nc3c(c(=O)c4ccccc4n3C)c2=O)cc1	-0.3	/	-12	-2	4	/	2	1
CCCN1C[C@@H](C)[C@@H](OC)CN(C)C(=O)c2ccc(NC(=O)C3CC3)cc2OC[C@H]1C	-0.4	-4	6	-9	-3	-6	1	-2
Clc1ccc(-n2nnc(-c3ncc[nH]3)n2)cc1Cl	-0.1	-1	-13	-8	2	62*	1	1
CC(C)(C)NC(=O)NC(=O)CSc1nncs1	0.2	/	-8	/	/	/	-5	3
COc1ccc(C(=O)NCc2ccco2)cc1S(=O)(=O)N1CCOCC1	0.2	-4	-10	-10	-3	-2	4	2
O=C(CSCc1ccccc1Br)NNC(=S)NCc1ccco1	0.1	-2	-19	4	-4	-1	-1	-2
Cc1ccsc1/C=N/NC(=O)CSCc1ccc(Cl)cc1	/	7	/	1	3	17	/	/
COc1ccc(-c2csc(-n3ncc(-c4cccs4)c3N)n2)cc1	/	-8	/	-4	-2	2	/	/
CC(=O)c1sc(NC(=O)C2CCCN2S(=O)(=O)c2ccccc2F)nc1C (centres undefined)	/	0	-23	0	5	3	2	-1
O=C(CN1CCOCC1)Nc1ccc(NC(=O)c2ccccc2F)cc1	0.0	/	2	0	-1	-2	-1	0

Source: PubChem (Broad Institute)
